AmpC inh no detg: blocks E. coli AmpC beta-lactamase in detergent-free assay; P00811; AmpC nitrocefin hydrolysis, absorbance 480 nm, 0.0001% Triton; Potency, µM (top dose mostly 57.1 µM), for inactives: top-dose activity change, negative = inhibition, usual class: inhibitors; 330,000 tested, 0.52% active; AID 485341;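 further: potency means the concentration at half of the fitted maximal effect; plate controls were no compound for no effect and no enzyme for full effect; nearly all actives have a fitted effect of over 20% in size; some results filed as inactive show a strong effect at the top dose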
Target sequence (P00811 whole entry, looked up): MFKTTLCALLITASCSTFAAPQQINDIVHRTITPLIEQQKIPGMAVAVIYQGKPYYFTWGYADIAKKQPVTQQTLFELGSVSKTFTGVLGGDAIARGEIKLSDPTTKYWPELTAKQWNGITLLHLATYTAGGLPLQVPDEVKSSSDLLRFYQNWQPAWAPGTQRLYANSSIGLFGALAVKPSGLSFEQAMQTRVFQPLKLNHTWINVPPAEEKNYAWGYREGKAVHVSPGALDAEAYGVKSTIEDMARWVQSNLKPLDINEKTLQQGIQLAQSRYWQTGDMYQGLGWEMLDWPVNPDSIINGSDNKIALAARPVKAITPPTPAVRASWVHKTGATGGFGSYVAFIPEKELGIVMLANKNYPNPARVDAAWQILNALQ
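AmpC (5.3 nM in the dispensed reagent) in 20 mM phosphate pH 7.0 with 0.01% (detergent screen) or 0.0001% Triton X-100 was preincubated with compounds for 15 min at room temperature. Nitrocefin was then added from an 800 uM solution, and hydrolysis was followed at 480 nm.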
HCV inh: blocks hepatitis C virus. Huh7.5.1 HCVcc-Cre infection, luciferase reporter, 44 h. Potency, µM (series often up to 41.8 µM), for inactives: at the top dose activity change, negative = inhibition, most hits filed as inhibitors. 340,000 tested, 3.4% active; further: potency means the concentration at half of the fitted maximal effect
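Seed cells (1,000/well) for 4 h; treat with compound and infect with HCVcc-Cre, moi about 0.5. Incubate 44 h, then detect luciferase activity.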
HCMV antiviral: blocks human cytomegalovirus replication; 410,000 tested, 4.5% active; HFF cells, HCMV-luciferase reporter, 72 h; hits give low values; activity change, negative = inhibition, % at 57.5 µM; in the data active means activity change below about -60%; inconclusive means no clear call, values can overlap the other calls; inactive means above about -39%
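Human foreskin fibroblasts infected with luciferase-reporter HCMV at MOI 1 PFU/cell, compounds at two doses. Luciferase measured 72 h post infection; normalized to buffer-only basal and Salinomycin (10uM) controls.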
AmpC inh detg: blocks E. coli AmpC beta-lactamase in detergent assay. P00811. AmpC hydrolysis of nitrocefin, absorbance 480 nm, 0.01% Triton. Potency, µM (doses to about 114 µM), for the others: at the top dose activity change, negative = inhibition, most hits filed as inhibitors. 370,000 tested, 0.041% active. AID 485294;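 further: potency means the concentration at half of the fitted maximal effect; 0% = no-compound wells and -100% = no-enzyme wells; nearly all actives have a fitted effect of over 25% in size; some results filed as inactive show a strong effect at the top dose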
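20 mM phosphate pH 7.0 + 0.01% (detergent screen) or 0.0001% Triton X-100; 5.3 nM AmpC reagent; cpd preinc 15 min RT; nitrocefin (800 uM stock) to start; A480 q20 s × 4 min; Activity was normalised to no-enzyme and no-compound control wells.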
Sm TGR block: blocks Schistosoma mansoni thioredoxin glutathione reductase; Q962Y6; purified TGR, DTNB reduction, TNB absorbance 405 nm; Potency, µM (series often up to 114 µM), without a hit: at the top dose activity change, negative = inhibition, hits mostly inhibitors; 360,000 tested, 3% active; AID 485364; further: potency means the concentration at half of the fitted maximal effect; nearly all actives have a fitted effect of over 60% in size
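First, TGR (20 nM dispensed) and NADPH were mixed with compound. Second, a 15 min room-temperature incubation followed. Third, further NADPH and then DTNB were added to start the reaction. Finally, TNB absorbance was monitored kinetically.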
FBPA Giardia inh: inhibitors of Giardia lamblia fructose-1,6-bisphosphate aldolase | A8B2U2 | purified Giardia FBPA | 290,000 tested, 0.71% active | Potency, µM (highest dose often 59.6 µM), for the others: at the top dose activity, negative = inhibition, usual class: inhibitors | AID 2451; further: potency means the concentration at half of the fitted maximal effect; nearly all actives have a fitted effect of over 55% in size
Target sequence (A8B2U2 whole entry, looked up): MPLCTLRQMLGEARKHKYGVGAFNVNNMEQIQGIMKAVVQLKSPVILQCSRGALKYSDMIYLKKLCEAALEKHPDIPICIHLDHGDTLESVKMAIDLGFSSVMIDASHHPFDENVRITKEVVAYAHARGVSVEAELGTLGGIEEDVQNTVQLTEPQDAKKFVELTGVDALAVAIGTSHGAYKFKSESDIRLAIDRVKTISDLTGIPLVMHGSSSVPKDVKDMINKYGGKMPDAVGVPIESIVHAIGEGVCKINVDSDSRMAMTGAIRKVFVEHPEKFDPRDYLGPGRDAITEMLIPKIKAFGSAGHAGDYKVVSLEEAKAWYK
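Giardia FBPA (40 nM reagent) was preincubated 10 min at RT with compound (up to 57.5 uM final), then substrate plus GAPDH/TPI/NAD/arsenate coupling system with diaphorase/resazurin was added; resorufin fluorescence (525/598 nm) was read after 20 min.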
* = called active by the depositor; & = joins results of further samples; [ ] = another dose, or the depositor's remark. Unless noted, the call rests on the fitted dose curve; in most records, active means well fitted curve in the direction sought with a large enough effect; inconclusive means small, poorly fitted or top-dose-only effect, or another doubt; inactive means no such curve, though single readings can be large; an effect the other way counts as inactive or inconclusive. Unless noted, on the % scale 0 is the no-effect control and ±100 the full control effect.

Screening CCN(CC)c1ccc(/C=N/NC(=O)C(O)c2ccccc2)cc1 (stereo not drawn) returned AmpC inh no detg -19.2%, HCV inh -26.3%, HCMV antiviral 1.3, AmpC inh detg 1.6%, Sm TGR block 15.8% and FBPA Giardia inh -7.1%.
O=C(Nc1cnc2ccccc2c1)c1ccco1 was read as AmpC inh no detg -1.0%, HCV inh -2.6%, HCMV antiviral 112.3, AmpC inh detg -10.7%, Sm TGR block 0.0% and FBPA Giardia inh -6.2%.
For O=C(NC1CC(=O)N(c2cccc(F)c2)C1)c1ccc(S(=O)(=O)N2CCCC2)cc1 (stereo not drawn) the results were HCMV antiviral inconclusive, AmpC inh detg -0.1% and Sm TGR block -5.5%.
For Cc1ccccc1C1CC(c2ccc(Br)cc2)Nc2nc(N)nn21 (stereo not drawn) the results were AmpC inh no detg 132.2%[activator], HCV inh 3.6%, HCMV antiviral inconclusive, AmpC inh detg -2.5%, Sm TGR block -5.4% and FBPA Giardia inh 0.2%.
For Cc1ccc(Oc2ncccc2/C=N/O)cc1 the results were AmpC inh no detg -19.6%, HCV inh -1.7%, HCMV antiviral -17.8, AmpC inh detg -13.1%, Sm TGR block 8.2% and FBPA Giardia inh 5.0%.
`CCc1ccc(NS(=O)(=O)c2ccc3[nH]cc(C(=O)N4CCc5ccccc54)c(=O)c3c2)cc1` gave AmpC inh no detg -16.4%, HCV inh -2.6%, HCMV antiviral 96.0, AmpC inh detg inconclusive, Sm TGR block -1.8% and FBPA Giardia inh 12.7%.
Screening CCOC(=O)c1ccccc1NC(=O)CSc1nc2c(c(=O)n(C)c(=O)n2C)n1C returned AmpC inh no detg -10.4%, HCV inh 2.1%, AmpC inh detg -9.9%, Sm TGR block 2.6% and FBPA Giardia inh 0.6%.
CC(=O)N1c2ccccc2C(=O)C1N1CCN(c2cccc(C)c2C)CC1 (stereo not drawn) was read as HCMV antiviral 0.0, AmpC inh detg -0.6% and Sm TGR block -1.5%.
For O=C(/C=C/c1ccco1)NCCc1ccccc1 the results were AmpC inh no detg -19.0%, HCV inh 19.4%, HCMV antiviral -15.2, AmpC inh detg 6.1%, Sm TGR block 7.94µM* and FBPA Giardia inh -2.2%.
CC(C)c1cc(CNC(=O)C2CCC(=O)N(Cc3ccccc3F)C2)on1 (stereo not drawn) was read as AmpC inh no detg 19.0%, HCV inh 18.5%, HCMV antiviral 12.9, AmpC inh detg 3.4% and Sm TGR block 1.6%.
CC(C)=NNC(=O)c1c(O)c2ccccc2[nH]c1=O was read as AmpC inh no detg -19.2%, HCV inh 12.1%, HCMV antiviral 0.0, AmpC inh detg -5.6%, Sm TGR block inconclusive and FBPA Giardia inh -28.2%.
Brc1ccc(-c2nnc(SCCC3OCCCO3)o2)cc1 was read as AmpC inh no detg 59.5%, HCV inh 1.7%, HCMV antiviral 10.0, AmpC inh detg -12.7%, Sm TGR block 7.8% and FBPA Giardia inh 10.6%.

Three compounds out of the list, arranged by length of the SMILES, high to low.
Screening CCN(CC)c1ccc(/C=N/NC(=O)C(O)c2ccccc2)cc1 (stereo not drawn) returned AmpC inh no detg -19.2%, HCV inh -26.3%, HCMV antiviral 1.3, AmpC inh detg 1.6%, Sm TGR block 15.8% and FBPA Giardia inh -7.1%.
Brc1ccc(-c2nnc(SCCC3OCCCO3)o2)cc1 was read as AmpC inh no detg 59.5%, HCV inh 1.7%, HCMV antiviral 10.0, AmpC inh detg -12.7%, Sm TGR block 7.8% and FBPA Giardia inh 10.6%.
For O=C(/C=C/c1ccco1)NCCc1ccccc1 the results were AmpC inh no detg -19.0%, HCV inh 19.4%, HCMV antiviral -15.2, AmpC inh detg 6.1%, Sm TGR block 7.94µM* and FBPA Giardia inh -2.2%.

(further entries)
`CC1(C)CC(CC(=O)O)(c2ccc(Cl)cc2)CCO1` (stereo not drawn) gave AmpC inh no detg -28.8%, HCV inh -3.8%, HCMV antiviral -16.3, AmpC inh detg -9.4%, Sm TGR block 3.1% and FBPA Giardia inh 2.1%.
CCn1cc(C(=O)OCC(=O)Nc2cc(C)cc(C)c2)c(=O)c2ccc(C)nc21 was read as HCMV antiviral -39.2, AmpC inh detg 19.2% and Sm TGR block 6.9%.
`CC1(C)Cc2c(sc(NC(=O)c3ccc(S(=O)(=O)N4CCCCCC4)cc3)c2C#N)C(C)(C)N1` gave AmpC inh no detg -2.3%, HCMV antiviral 20.9, AmpC inh detg inconclusive, Sm TGR block 0.0% and FBPA Giardia inh 3.8%.
COc1ccc(/C=C(\NC(=O)c2ccccc2)C(=O)N/N=C/c2ccncc2)cc1 was read as AmpC inh no detg 17.4%, HCV inh 22.4%, HCMV antiviral -7.7, AmpC inh detg 3.1%, Sm TGR block 10.9% and FBPA Giardia inh 2.0%.
Screening O=C(CSc1nc2c(c(=O)n1-c1ccccc1)SCC2)N1CCN(c2ccccc2)CC1 returned AmpC inh no detg -21.7%, HCV inh 1.1%&-7.6%, HCMV antiviral inconclusive, AmpC inh detg -6.1%, Sm TGR block -12.1% and FBPA Giardia inh -0.5%.
`CCOC(=O)c1ccc(CN(Cc2ccc(F)cc2)S(=O)(=O)c2ccc(F)c(C(=O)Nc3c(C)cccc3C)c2)cc1` gave HCMV antiviral inconclusive, AmpC inh detg -1.6% and Sm TGR block 11.1%.
`O=C(c1ccccc1)c1ccc2c(c1)OCCOCCOCCOCCO2` gave AmpC inh no detg 17.8%, HCV inh 4.4%, HCMV antiviral -17.4, AmpC inh detg 0.5%, Sm TGR block 10.9% and FBPA Giardia inh 10.1%.
Screening O=C(COC(=O)CCC(=O)c1cccs1)Nc1ccc(S(=O)(=O)N2CCOCC2)cc1 returned AmpC inh no detg 13.1%, HCV inh 7.5%, HCMV antiviral -4.7, AmpC inh detg -7.9%, Sm TGR block -18.8% and FBPA Giardia inh -0.7%.
For COc1ccc(C)cc1NC(=O)NCCCCc1ccccc1 the results were AmpC inh no detg -46.1%, HCV inh inconclusive, HCMV antiviral -2.3, AmpC inh detg 0.7%, Sm TGR block 17.7% and FBPA Giardia inh 5.6%.
For Cc1cc2c(cc(C(=O)OC(C(=O)NCC3CCCO3)C(C)C)n2C)o1 (stereo not drawn) the results were AmpC inh no detg -2.6%, HCV inh inconclusive, HCMV antiviral inconclusive, AmpC inh detg -4.2%, Sm TGR block 1.0% and FBPA Giardia inh -2.8%.
Cc1ccc(C)c(Cn2cnc3c(oc4ccccc43)c2=O)c1 was read as AmpC inh no detg -25.7%, HCV inh inconclusive, HCMV antiviral -28.0, AmpC inh detg -1.5%, Sm TGR block 0.7% and FBPA Giardia inh -0.8%.
Screening CC(=O)Nc1ccc(S(=O)(=O)N2CCCN(S(=O)(=O)c3ccc(NC(C)=O)cc3)CC2)cc1 returned AmpC inh no detg -5.1%, HCV inh -1.1%&-20.8%, HCMV antiviral 24.0, AmpC inh detg -3.0%, Sm TGR block inconclusive and FBPA Giardia inh 4.1%.
`COc1cccc(-n2c(C)c(C(C)=O)c(C(C)=O)c2C)c1` gave AmpC inh no detg -10.2%, HCV inh -7.4%, HCMV antiviral -13.9, AmpC inh detg inconclusive, Sm TGR block 10.7% and FBPA Giardia inh -3.0%.
Screening O=C(CSc1nnc(-c2ccncc2)n1-c1ccc(Cl)cc1)Nc1ccc(C(=O)O)cc1 returned AmpC inh no detg -11.6%, HCV inh 7.7%, HCMV antiviral 3.4, AmpC inh detg 5.3%, Sm TGR block 14.6% and FBPA Giardia inh 13.0%.
COc1ccccc1OCc1n[nH]c(=S)n1Cc1ccccc1 was read as AmpC inh no detg -19.2%, HCV inh 30.1%[activator], HCMV antiviral -6.7, AmpC inh detg 4.8%, Sm TGR block -2.6% and FBPA Giardia inh -2.5%.
For Cc1ccccc1NC(=S)NC(=O)C1CCCCC1 the results were AmpC inh no detg -30.9%, HCV inh 0.0%, HCMV antiviral 42.6, AmpC inh detg 2.9% and Sm TGR block 14.1µM*.
For CCn1c(=O)c2ccccc2n(Cc2ccccc2C)c1=O the results were AmpC inh no detg -1.9%, HCV inh 10.3%, HCMV antiviral 7.0, AmpC inh detg inconclusive, Sm TGR block 4.6% and FBPA Giardia inh -4.7%.
C=CCn1c(C)cc(C(=O)CSc2nnc(NC(C)C)s2)c1C was read as AmpC inh no detg -12.5%, HCV inh -17.7%, HCMV antiviral 8.9, AmpC inh detg -1.3%, Sm TGR block -1.1% and FBPA Giardia inh 0.8%.
For CCCCN(C)CCNC(=O)C1CCCN(S(=O)(=O)c2cccc3nsnc23)C1 (stereo not drawn) the results were AmpC inh no detg -4.0%, HCV inh 9.7%, HCMV antiviral -23.6&-8.8, AmpC inh detg -9.8%&3.5%, Sm TGR block 0.7%&-10.4% and FBPA Giardia inh 8.7%.
`O=C(COCc1cc(-c2ccc3c(c2)OCO3)on1)Nc1cc(Cl)ccc1O` gave HCMV antiviral 10.9, AmpC inh detg 10.6% and Sm TGR block 2.2%.
For Cc1cccc(N2C(=O)CSC23C(=O)N(CC(=O)NCc2ccccc2Cl)c2ccccc23)c1 (stereo not drawn) the results were HCMV antiviral 8.6, AmpC inh detg -2.9% and Sm TGR block -2.4%.
COc1cc(C(=O)Nc2cc(C)c(O)c(-c3nc4cc(Cl)ccc4o3)c2)cc(OC)c1OC was read as HCMV antiviral -1.5, AmpC inh detg -0.9% and Sm TGR block 9.6%.
CCOc1ccc(C(=O)NCC(c2ccc(Cl)cc2)N2CCCCC2)cc1 (stereo not drawn) was read as HCMV antiviral -1.9, AmpC inh detg 0.9% and Sm TGR block 3.5%.
Screening CNC(=O)CN1C(=O)COc2ccc(S(=O)(=O)N3CCC(C)CC3)cc21 returned HCMV antiviral -2.8, AmpC inh detg -5.2% and Sm TGR block -6.7%.
Screening Oc1ccccc1-c1nnc(SCCN2CCOCC2)n1Cc1ccccc1 returned AmpC inh no detg -1.7%, HCV inh inconclusive, HCMV antiviral -63.9*, AmpC inh detg -2.4%, Sm TGR block 0.0% and FBPA Giardia inh 0.3%.
Screening O=C(CCc1ccccc1)NNC(=O)COc1ccccc1 returned AmpC inh no detg -12.2%, HCV inh 14.4%, HCMV antiviral 0.6, AmpC inh detg inconclusive, Sm TGR block 1.9% and FBPA Giardia inh 5.3%.
Screening O=C(c1cccs1)N1CCC2(O)CCCCC2C1c1ccc(F)cc1 (stereo not drawn) returned AmpC inh no detg -15.5%, HCV inh 7.0%, HCMV antiviral 3.8, AmpC inh detg inconclusive, Sm TGR block -22.0% and FBPA Giardia inh 1.0%.
CC(C)OCC1CO1 (stereo not drawn) was read as AmpC inh no detg -8.6%, HCV inh 13.3%, HCMV antiviral 8.6, AmpC inh detg -2.9% and Sm TGR block -12.0%.
`Cc1ccccc1Nc1cc(C)c2c(O)cccc2n1` gave AmpC inh no detg -15.1%, HCV inh -5.4%[8.37 µM], HCMV antiviral -89.4*, AmpC inh detg inconclusive, Sm TGR block -16.1% and FBPA Giardia inh -0.3%.

Screens (PubChem BioAssay)

The order is random; any-hit rate near 9.9%.
